# Source: PubChem BioAssay (The Scripps Research Institute Molecular Screening Center)
# MITF inh: inhibitors of human MITF; AlphaScreen MITF homodimerization, bead proximity signal; inhibition, % at 2.6 µM; 0.91% of 650,000 active; AID 1259374; in the data active = inhibition above about 50%;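 note: 0% = vehicle wells with protein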
# TEAD-YAP inh: TEAD-YAP interaction inhibition; HEK-TIYL cells, TEAD-Gal4/YAP UAS-luciferase luminescence; inhibition, % at 9.12 µM; 1.4% of 640,000 active; in the data active = inhibition above about 32%;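 note: 0% = median of test compound wells and 100% = reference inhibitor wells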
# GPR151 ag: activates the human receptor GPR151 | Q8TDV0 | 1% of 650,000 active | PathHunter beta-arrestin GPR151 cells, luminescence | activation, % at 11.2 µM | AID 1508602; in the data active = activation above about 4.9%;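 note: 0% = median of compound wells and 100% = cells with positive control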
# Target sequence (Q8TDV0 whole entry, looked up): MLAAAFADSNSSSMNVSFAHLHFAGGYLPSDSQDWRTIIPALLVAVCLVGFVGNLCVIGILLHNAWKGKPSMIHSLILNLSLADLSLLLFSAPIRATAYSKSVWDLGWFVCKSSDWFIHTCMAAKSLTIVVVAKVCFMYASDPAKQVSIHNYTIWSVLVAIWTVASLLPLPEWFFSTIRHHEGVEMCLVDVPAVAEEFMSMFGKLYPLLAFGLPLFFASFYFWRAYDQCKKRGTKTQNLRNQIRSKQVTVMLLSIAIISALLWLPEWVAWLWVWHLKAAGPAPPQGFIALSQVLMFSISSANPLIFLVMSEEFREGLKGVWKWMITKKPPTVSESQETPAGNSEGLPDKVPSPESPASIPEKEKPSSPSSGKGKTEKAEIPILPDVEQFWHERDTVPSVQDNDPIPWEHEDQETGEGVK
# FBW7 act: human FBW7 E3 ligase activation, primary screen | AlphaScreen FBW7–phospho-cyclin E peptide binding, activator screen | Q969H0 | 0.13% of 650,000 active | AID 1259310 | normalized activity (activation), % at 26.1 µM; in the data active = normalized activity above about 1.9%;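 note: purified mutant Fbw7 with reduced substrate affinity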
# Target sequence (Q969H0 whole entry, looked up): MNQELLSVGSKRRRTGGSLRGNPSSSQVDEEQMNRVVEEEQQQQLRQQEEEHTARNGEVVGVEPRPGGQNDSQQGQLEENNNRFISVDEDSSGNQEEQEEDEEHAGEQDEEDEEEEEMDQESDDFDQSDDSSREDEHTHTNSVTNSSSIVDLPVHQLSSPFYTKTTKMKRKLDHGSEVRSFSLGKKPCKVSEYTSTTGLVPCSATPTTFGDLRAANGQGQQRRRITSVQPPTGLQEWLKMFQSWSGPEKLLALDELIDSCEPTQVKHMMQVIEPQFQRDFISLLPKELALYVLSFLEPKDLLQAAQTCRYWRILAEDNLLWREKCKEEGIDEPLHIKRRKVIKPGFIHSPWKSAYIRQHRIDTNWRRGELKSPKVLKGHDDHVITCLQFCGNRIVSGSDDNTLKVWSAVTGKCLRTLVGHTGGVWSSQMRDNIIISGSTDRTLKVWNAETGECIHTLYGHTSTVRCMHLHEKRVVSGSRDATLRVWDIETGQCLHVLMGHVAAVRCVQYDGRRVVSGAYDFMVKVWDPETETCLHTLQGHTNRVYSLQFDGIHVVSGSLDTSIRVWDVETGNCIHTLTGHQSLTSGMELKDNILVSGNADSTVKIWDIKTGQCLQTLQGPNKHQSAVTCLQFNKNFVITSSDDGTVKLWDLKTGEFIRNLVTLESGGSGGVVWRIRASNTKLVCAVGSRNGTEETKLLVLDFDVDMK
# Active calls of the source: *.
1	Cc1cn(CCC#N)nc1/C=N/Nc1ccc(C(=O)O)cc1
2	c1ccc(-c2csc(N3CCc4ccccc43)n2)cc1
3	CC(Oc1ccccc1F)C(=O)Nc1ccc(Br)cc1 (centres undefined)
4	COc1ccc(N(CC(=O)Nc2cc(C)ccc2C)S(=O)(=O)c2c(C)n[nH]c2C)cc1
5	CCCSc1nnc2c(n1)OC(c1cc(Br)c(Br)o1)Nc1ccccc1-2 (centres undefined)

Compound,1,2,3,4,5
MITF inh,15.2,8.1,7.7,8.4,11.0
TEAD-YAP inh,-62.5,-57.4,-11.9,9.3,-16.0
GPR151 ag,-0.1,3.0,-1.3,0.0,-0.7
FBW7 act,-0.2,-0.1,0.8,0.2,0.0

6	CCOc1cc(C2Nc3ccccc3NC3=C2C(=O)CC(c2ccccc2)C3)ccc1OC(C)=O (centres undefined)
7	Cc1cc(-c2ccc(Cl)cc2)n2nc(N)nc2n1
8	CCc1ccc(-c2csc(NC(=O)Cc3cccc4ccccc34)n2)cc1
9	COc1ccc(NC2SC(=O)N(C)C2=O)cc1 (centres undefined)
10	O=C(O)c1ccccc1SC1CC(=O)N(c2cccc(Cl)c2)C1=O (centres undefined)

Compound,6,7,8,9,10
MITF inh,14.9,11.2,3.9,10.9,17.1
TEAD-YAP inh,4.8,2.9,-10.6,-1.4,3.3
GPR151 ag,-0.9,1.1,3.3,0.2,0.3
FBW7 act,0.0,0.0,-0.2,-0.2,0.6

11	Cc1c(C(=O)N2CCN(c3ccc(F)cc3)CC2)sc2ncn(Cc3ccccc3F)c(=O)c12
12	CC(C)(C)c1ccc(/C=C2\SC(=S)N(C3CCS(=O)(=O)C3)C2=O)cc1 (centres undefined)
13	O=C(O)c1ccc(NNC2=NCCCCC2)cc1
14	CCOc1ccccc1N1CCN(Cc2ccc(OC)c(OC)c2OC)CC1
15	COC(=O)c1ccc(NC(=O)CSc2nc3ccccc3c(=O)n2CC(C)C)cc1

Compound,11,12,13,14,15
MITF inh,6.9,-0.6,6.4,17.4,34.8
TEAD-YAP inh,2.4,-8.0,-2.4,-1.6,-13.9
GPR151 ag,-0.2,3.0,-0.8,0.2,-0.8
FBW7 act,0.2,-0.2,0.0,0.0,0.1

16	CCOc1ccc(S(=O)(=O)Nc2cc(OC)ccc2OC)c2cccnc12
17	COc1ccc(C(O)(c2ccccc2OC)c2ccc(OC)cc2OC)c(OC)c1
18	Fc1ccc(-c2cc(SCc3ccccn3)ncn2)cc1
19	Cc1cc(C)cc(C(=O)NN2CCN(C)CC2)c1
20	CC(C)C[C@H]1NC(=O)[C@@H]2C[C@H](NC(=O)c3cccc(Br)c3)CN2C1=O

Compound,16,17,18,19,20
MITF inh,8.8,9.3,4.3,-10.3,13.4
TEAD-YAP inh,-6.3,3.4,-49.6,-0.3,7.2
GPR151 ag,1.2,1.2,0.5,0.3,-0.4
FBW7 act,0.1,0.1,0.1,-0.1,0.2

21	COc1cccc(/C=N/Nc2ncc(C)c(=O)[nH]2)c1O
22	COc1cc(/C=N/N2CCN(Cc3ccc(C)cc3)CC2)ccc1OC(C)=O
23	COc1ccc(Cl)cc1NC(=O)/C=C\C(=O)O
24	CCOC(=O)N1CCN(S(=O)(=O)c2ccc(C(=O)Nc3nc4ccc([N+](=O)[O-])cc4s3)cc2)CC1
25	COc1ccccc1N1CCN(C(=O)c2ccc(CS(=O)c3ccccc3C)o2)CC1 (centres undefined)

Compound,21,22,23,24,25
MITF inh,85.9*,0.1,-9.7,4.6,9.8
TEAD-YAP inh,87.2*,-0.4,5.5,-3.6,4.7
GPR151 ag,2.4,-0.6,0.6,1.1,-0.2
FBW7 act,-0.1,-0.2,0.0,-0.1,0.9

26	COc1ccc(S(=O)(=O)N2CCN(c3ccc(C)cc3)CC2)cc1OC
27	C#CCOCC1CCN(S(=O)(=O)CCC)CC1
28	O=C(Nc1nccs1)c1cc(=O)c2ccccc2o1
29	COC(=O)c1ccc(C(=O)OC)c(NS(=O)(=O)c2cc(Cl)ccc2Cl)c1
30	CCN(CC)C(=O)C1CCCN(c2cc(NCCOc3ccccc3)nc(N)n2)C1 (centres undefined)

Compound,26,27,28,29,30
MITF inh,3.6,2.6,11.2,-13.6,42.6
TEAD-YAP inh,9.7,-2.0,-38.4,1.5,4.8
GPR151 ag,0.2,2.6,-1.7,1.2,2.3
FBW7 act,0.1,0.1,0.0,0.2,0.1

31	CCCCN(CC)C(=O)c1ccc(OC)c(OC)c1
32	O=C(c1ccc(C#CC2(O)CCCCC2)cc1)N1CCOCC1
33	CC(=O)c1ccc(NC(=O)C(C)SCC(=O)Nc2ccccc2F)cc1 (centres undefined)
34	CC(C)CNC(=O)CN(Cc1ccccc1)S(=O)(=O)c1ccc(Br)cc1
35	COc1cc(C(=O)N/N=C/c2ccc(OC)c(OC)c2C(=O)O)cc(OC)c1OC

Compound,31,32,33,34,35
MITF inh,-1.4,14.3,21.7,-51.5,-4.8
TEAD-YAP inh,5.3,2.2,-14.5,-3.1,66.8*
GPR151 ag,0.5,-0.1,-1.9,0.6,1.0
FBW7 act,0.3,0.3,-0.1,0.2,0.1

36	Cc1cc(Cl)ccc1OCC(=O)NC1CCCC1
37	O=C(Cn1nnc2ccccc21)N1CCCCC1c1nc2ccccc2[nH]1 (centres undefined)
38	COc1cccc(NC(=O)Cn2cc3c(n2)CCCC3)c1
39	O=C1/C(=C/c2ccncc2)N=C2CCCCCN12
40	CCN1CNC(=S)N(c2ccc(F)cc2)C1

Compound,36,37,38,39,40
MITF inh,3.9,-9.8,-11.3,-9.7,5.5
TEAD-YAP inh,-14.2,-2.6,-2.7,-3.9,11.5
GPR151 ag,0.5,-0.6,0.3,-0.1,-0.6
FBW7 act,0.1,0.0,0.0,-0.1,0.0

41	CCOc1ccc(-c2cccc(NS(=O)(=O)c3ccc(I)cc3)c2)nn1
42	COc1ccc(Cl)cc1NC(=O)C/C(C)=N/NC(=O)C(=O)NCc1ccccc1
43	COc1cccc(NC(=O)c2ccc(N3CCN(c4cc(C)ccc4C)CC3)c([N+](=O)[O-])c2)c1
44	O=C(Cn1c(=O)oc2cc(Cl)ccc21)Nc1ccc(C(=O)O)cc1
45	NC(=O)c1cc2c(ccc3ccccc32)oc1=Nc1cccc(F)c1

Compound,41,42,43,44,45
MITF inh,-3.3,4.8,-4.7,17.9,6.2
TEAD-YAP inh,-3.3,4.6,-6.4,6.9,-12.8
GPR151 ag,-0.1,0.7,4.8,2.0,-0.2
FBW7 act,0.0,-0.2,0.0,0.1,0.2

46	NC(=O)c1cnn(-c2ccc(Cl)c(C(=O)O)c2)c1N
47	COc1cccc(NC(=O)C2C3C=CC4(O3)C2C(=O)N(CCCN2CCC(Cc3ccccc3)CC2)C4C(=O)NC2CCCCC2)c1 (centres undefined)
48	Cc1onc(-c2ccccc2Cl)c1C(=O)Nc1ccc(Cl)cc1
49	CCOc1ccc(S(=O)(=O)Nc2ccc3c(c2)N(CCOC)CCC3)cc1C
50	CCOC(=O)C1=C(c2ccccc2)Nc2ncnn2C1c1ccccn1 (centres undefined)

Compound,46,47,48,49,50
MITF inh,11.3,-1.9,13.1,14.5,-7.1
TEAD-YAP inh,7.6,2.8,5.6,18.5,-10.6
GPR151 ag,-2.6,0.6,-1.5,2.8,-1.2
FBW7 act,0.0,0.1,0.1,0.0,0.0

51	COc1cc2c(cc1NC(=O)c1ccncc1)oc1ccccc12
52	CC(C)n1c(NCCCN2CCCC2=O)nc2c(NCCOc3ccccc3)ncnc21
53	CC(=O)Oc1ccc2c(c1C)CCCC2
54	CCCCn1c(CNC(=O)c2ccccc2C(F)(F)F)nnc1SCC(=O)Nc1sc2c(c1C(=O)OCC)CCCC2
55	CCn1c(SCC(=O)Nc2ccc(NC(=O)C3CC3)cc2C)nnc1-c1cccs1

Compound,51,52,53,54,55
MITF inh,11.3,1.2,7.9,-4.0,16.4
TEAD-YAP inh,-20.4,-40.4,5.2,0.9,-4.8
GPR151 ag,-0.7,-0.6,0.1,1.4,-0.3
FBW7 act,0.1,-0.3,0.1,-0.2,0.0

# Remaining list, next part:
no. | smiles | MITF inh | TEAD-YAP inh | GPR151 ag | FBW7 act
56 | CC1CC(C)CN(C(=O)C2CCCN(S(=O)(=O)c3ccc(Br)s3)C2)C1 (centres undefined) | 7.4 | 8.1 | 3.1 | 0.0
57 | N#Cc1ccccc1NC(=O)c1cc(Br)ccc1Cl | 16.4 | -2.2 | -0.6 | -0.1
58 | CN(C)c1ccc(C(=O)CC2(O)C(=O)N(Cc3ccc(Cl)cc3)c3ccccc32)cc1 (centres undefined) | 6.2 | -0.6 | -0.2 | -0.2
59 | Cc1ccc(C(=O)OCC(=O)c2ccc([N+](=O)[O-])cc2)cc1N1C(=O)c2ccccc2C1=O | -9.4 | 10.2 | 1.3 | 0.0
60 | O=C(NCCCN1CCCC1=O)c1ccc2nc(Nc3nccc4ccccc34)sc2c1 | -15.2 | -30.2 | 0.1 | 0.0
61 | O=[N+]([O-])c1cccc(-c2nc(-c3ccccc3)c(-c3cccs3)[nH]2)c1 | 18.1 | 12.5 | -0.8 | 0.2
62 | CC(NC(=O)CCC(=O)NC(C)c1ccccc1)c1ccccc1 (centres undefined) | 2.7 | 2.1 | -1.5 | -0.1
63 | Cc1nc(C)c(S(=O)(=O)NCc2c(-c3ccccc3)noc2C)s1 | 4.2 | 3.5 | -0.4 | -0.2
64 | OCC1CCN(C2CCCN(Cc3ccc4nsnc4c3)C2)CC1 (centres undefined) | -2.0 | 3.9 | 2.1 | 0.1
65 | CN1[C@@H](C(=O)NCC2CCCO2)C[C@@H](c2ccc(F)cc2)NS1(=O)=O (some centres undefined) | 3.1 | 16.5 | 0.1 | 0.0
66 | CCCCC(=O)N(c1ccc(F)cc1)C1C=CS(=O)(=O)C1 (centres undefined) | 1.0 | -2.0 | 1.1 | -0.1
67 | CC(C)n1c(Nc2ccc(N3CCOCC3)cc2)nc2c(Nc3ccc4c(c3)OCO4)ncnc21 | 15.6 | -53.3 | -2.1 | 0.3
68 | CCCc1cc(=O)[nH]c2nnc(SCC(=O)Nc3cc(C)on3)n12 | -4.2 | 5.3 | 0.4 | -0.1
69 | Cc1ccccc1NC(=O)CSCCCn1c(=O)[nH]c2ccccc21 | 5.5 | -3.0 | 0.0 | 0.1
70 | O=C1c2cccc3cccc(c23)C(=O)N1CC1CCN(S(=O)(=O)c2cccs2)CC1 | -3.3 | 7.2 | -0.7 | 0.2
71 | COc1cc(C2=N/C(=C\c3ccc(OC(C)=O)cc3)C(=O)O2)cc(OC)c1OC | 1.0 | 3.0 | 0.1 | 0.0
72 | CCOC(=O)CN1C(=O)COc2ccc(Cl)cc21 | -4.1 | -0.3 | 5.6* | 0.0
73 | COc1ccc(N(Cc2cc3ccccc3[nH]c2=O)C(=O)c2cccnc2)cc1 | 1.4 | -3.3 | -0.3 | -0.3
74 | COc1cccc(-c2nnc(SCC(=O)Nc3ccc(C(N)=O)cc3)n2C)c1 | -1.2 | -1.7 | 0.0 | 0.0
75 | NC(=O)c1ccc(NC(=O)COC(=O)c2ccccc2I)cc1 | 14.8 | 3.5 | 1.9 | 0.4
76 | CCOCCOC(=O)C1=C(C)NC2=C(C(=O)CC(c3cccs3)C2)C1c1cccc([N+](=O)[O-])c1 (centres undefined) | 1.9 | 28.3 | -1.0 | 0.2
77 | CCOc1ccc(NC(C)C(=O)N/N=C/c2ccc(F)cc2)cc1 (centres undefined) | -8.0 | 3.7 | 0.9 | -0.2
78 | Cc1ccc(NC(=O)C(Cc2ccccc2)N2C(=O)C3C4CCC(C4)C3C2=O)cc1[N+](=O)[O-] (centres undefined) | 27.8 | -1.7 | 2.0 | -0.2
79 | CCSC(=S)Nc1c(C)n(C)n(-c2ccccc2)c1=O | 19.4 | 0.1 | -0.3 | 0.1
80 | COc1ccc(C)cc1Nc1nnc(C(C)(C)C)c(=O)[nH]1 | -1.2 | 4.9 | -2.1 | -0.2
81 | COc1cccc(-c2csc(N3CCN(S(=O)(=O)c4ccc(F)cc4)CC3)n2)c1 | 12.5 | 10.1 | -0.2 | 0.1
82 | O=C(Nc1ccc(F)cc1F)c1n[nH]c(=O)c2ccccc12 | 17.2 | -0.2 | 0.1 | 0.2
83 | COc1ccccc1N(CC(=O)N[C@H](C)c1ccccc1)S(=O)(=O)c1ccc(C)cc1 | -16.8 | -1.6 | -1.2 | 0.1
84 | COc1ccc(N(C(=O)c2ccccc2OC)S(=O)(=O)c2ccc(C)cc2)cc1 | -9.6 | 8.8 | -0.3 | -0.1
85 | O=C(O)c1ccc(CN2C(=O)c3ccc(-c4nc5ccccc5c(=O)o4)cc3C2=O)cc1 | -7.2 | -3.3 | -0.5 | 0.1
86 | C=CCNC(=O)NC(=O)COC(=O)c1cccnc1Nc1ccccc1F | 1.3 | -6.8 | -1.4 | 0.0
87 | O=C(CSCCc1ccccn1)Nc1ccc(I)cc1 | -13.7 | -24.8 | 5.7* | 0.0
88 | O=C1CSC(c2c(F)cccc2Cl)N1c1cccc(F)c1 (centres undefined) | 5.0 | -6.6 | 0.5 | -0.1
89 | COc1cc2[nH]c(=S)nc(NCCCOC(C)C)c2cc1OC | 2.7 | -7.6 | 1.1 | -0.1
90 | COc1ccc(CCNC(=O)c2ccc(Cn3c(SCc4ccc([N+](=O)[O-])cc4)nc4cc5c(cc4c3=O)OCO5)cc2)cc1OC | 5.0 | -4.8 | 0.4 | -0.1
91 | Cc1ccc(OCC(=O)Nc2ccc(CC#N)cc2)cc1C | -7.6 | 6.8 | 0.0 | -0.1
92 | O=C(NC1CCN(Cc2ccccc2)CC1)c1cnc(Nc2cnccn2)s1 | -15.9 | 4.3 | 0.3 | 0.1
93 | C/C(=C\C(=O)OCC(=O)NC1CCCCCC1)C(=O)OCC(=O)NC1CCCCCC1 | 3.6 | 3.8 | -0.8 | -0.2
